TAAR1 ag: agonists of human TAAR1; CHO RD-HGA16 TAAR1, Fluo-8 calcium fluorescence; vehicle wells 0%, saturating PEA agonist 100%; activation, % at 3 µM; hit rate 0.99% among 360,000;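 active = activation above the mean activation of all test compounds in the run plus 3 SD, cut at about 38% in these data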
Target sequence (Q96RJ0 whole entry, looked up): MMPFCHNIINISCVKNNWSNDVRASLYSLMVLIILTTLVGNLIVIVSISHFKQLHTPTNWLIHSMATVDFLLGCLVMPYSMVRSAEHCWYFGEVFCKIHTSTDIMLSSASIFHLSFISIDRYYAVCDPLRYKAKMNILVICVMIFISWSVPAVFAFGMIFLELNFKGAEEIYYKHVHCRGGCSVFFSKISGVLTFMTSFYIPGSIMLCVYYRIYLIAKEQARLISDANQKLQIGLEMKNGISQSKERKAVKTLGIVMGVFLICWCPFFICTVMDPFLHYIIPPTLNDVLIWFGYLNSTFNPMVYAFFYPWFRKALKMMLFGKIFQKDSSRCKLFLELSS
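System: CHO-derived RD-HGA16 cells with stable Gα16 and human TAAR1 / Times: 17-24 h plating, Fluo-8 75 min 37 °C, 30 min RT / Technique: calcium-sensitive Fluo-8 signal, excitation 470-495, emission 515-575 nm / Measure: % activation relative to PEA EC100 response / Benchmarks: DMSO and PEA EC100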
OXTR agonist: activates the human oxytocin receptor; P30559; CHO-OTR cells, Fluo-8 calcium fluorescence; normalized: DMSO 0%, oxytocin 100%; activation, % at 3 µM; hit rate 0.32% among 320,000; AID 2435;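 active = activation above the mean of all tested compounds plus 3 SD, cutoff set per screening run, cut at about 20% in these data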;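 also: peak over basal fluorescence ratio from a 100 s FLIPR kinetic read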
V1R ag counter: counter-screen for oxytocin receptor agonists: human V1a receptor agonists; P37288; CHO-V1R cells, Fluo-8 calcium fluorescence, agonist mode; 0% DMSO, 100% 3 nM vasopressin; activation, % at 3 µM; hit rate 0.25% among 320,000;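 active = activation above the mean activation of all tested compounds plus 3 SD, per screening run, cut at about 20% in these data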;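 also: signal is peak over basal fluorescence ratio across a 100 second FLIPR read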
Target sequence (P37288 whole entry, looked up): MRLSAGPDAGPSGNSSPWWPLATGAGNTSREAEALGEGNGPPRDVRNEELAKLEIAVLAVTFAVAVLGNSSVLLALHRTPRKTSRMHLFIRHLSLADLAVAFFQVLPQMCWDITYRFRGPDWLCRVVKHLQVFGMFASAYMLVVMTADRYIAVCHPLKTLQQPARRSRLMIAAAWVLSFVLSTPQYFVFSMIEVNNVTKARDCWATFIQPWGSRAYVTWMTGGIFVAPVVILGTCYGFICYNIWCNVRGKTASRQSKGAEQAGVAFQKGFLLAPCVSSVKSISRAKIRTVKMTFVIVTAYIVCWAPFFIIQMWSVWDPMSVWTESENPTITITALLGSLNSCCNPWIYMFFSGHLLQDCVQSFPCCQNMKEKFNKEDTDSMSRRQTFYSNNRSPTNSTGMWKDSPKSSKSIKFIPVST
OXTR potentiator: potentiates the human oxytocin receptor response; CHO-OTR cells, Fluo-8 calcium fluorescence, potentiator mode; 0% = oxytocin EC15, 100% = EC100; activation, % at 3 µM; hit rate 0.061% among 320,000; AID 2445;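 active = activation above that plate's cutoff, the mean activation of tested compounds plus 3 SD, cut at about 6.6% in these data, passing the limit was not always enough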;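 also: 100% uses oxytocin at 75 nM as the full agonist control; some results filed as inactive read as strong as hits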
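assay system = CHO-OTR cells, human receptor | schedule = compound 6 min at room temperature before oxytocin, 100 s read | detection = Fluo-8 intracellular calcium fluorescence, ex 470-495, em 515-575 nm | evaluation = normalized max/min fluorescence ratio, % activation | control set = EC15 oxytocin alone as 0%, 75 nM oxytocin (EC100) as 100%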
M1 PAM: positive allosteric modulators of human M1 muscarinic receptor; P11229; CHO-K1 hM1, Fluo-8 calcium fluorescence, ACh EC20; 0% = ACh EC20, 100% = maximal ACh; activation, % at 3 µM; hit rate 0.088% among 360,000; AID 588819; in the data active = activation above about 19%, passing the limit was not always enough
M1 antag: human CHRM1 antagonism; inhibition, % at 3 µM; hit rate 1.3% among 360,000; CHO-K1 hM1, Fluo-8 calcium fluorescence, ACh EC80 antagonist;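 active = percent inhibition above its own plate's cutoff, namely the mean of that plate's compound wells plus 3 SD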;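 also: peak over basal fluorescence ratio during 140 s after agonist addition; 0% = ACh EC80 plus DMSO and 100% = DMSO alone without agonist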
TAAR1 antagonist: human TAAR1 antagonism; Q96RJ0; CHO RD-HGA16 TAAR1, Fluo-8 calcium fluorescence, antagonist; inhibition, % at 3 µM; hit rate 1.5% among 360,000; AID 624466;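 active = inhibition above a per-plate cutoff, the mean inhibition of test compounds on that plate plus 3 SD, cut at about 49% in these data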;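 also: 0% = DMSO plus EC80 beta-PEA response and 100% = DMSO alone without agonist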
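Test system: hTAAR1-expressing CHO RD-HGA16 cells, Gα16-coupled; Probe or stimulus: EC80 β-phenethylamine stimulus; Compound dosing: single nominal final test compound concentration of 3 µM; Timing: 140 s kinetic read after compound, 140 s after agonist; Signal: Fluo-8 calcium-sensitive fluorescence; Measure: % inhibition of agonist calcium response; Controls: DMSO and EC80 PEA controls.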
CHRM1 agonist: activates human CHRM1 receptor. P11229. CHO-K1 hM1, Fluo-8 calcium fluorescence, agonist mode; 0% DMSO, 100% acetylcholine EC100. activation, % at 3 µM. hit rate 0.33% among 360,000. AID 588814;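 active = activation above the run's mean compound activation plus 3 SD, cut at about 16% in these data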;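 also: peak over basal fluorescence ratio within a 140 s kinetic read after compound addition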
CHO parental Ca: counter-screen: ATP calcium response change in parental CHO cells; parental CHO-K1, ATP-induced calcium, Fluo-8 fluorescence; hit rate 0.63% among 330,000; inhibition, % at 5.6 µM;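 active = inhibition above that plate's mean sample inhibition plus 3 SD, cut at about 26% in these data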;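 also: 0% = ATP-challenged DMSO wells and 100% = DMSO wells without ATP; some compounds past the cut are filed as inactive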
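Test system: parental CHO cells; detection: calcium-sensitive Fluo-8 fluorescence; evaluation: percent inhibition of calcium signal; also added: ATP as calcium-mobilizing challenge; repeats: one well per compound; control set: ATP-challenged DMSO wells low, unchallenged DMSO wells high; compound: single nominal dose of 5.6 µM per compound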
An asterisk follows results filed as active; . = no result given. Hits appear at their usual frequency; any-hit rate near 3.7%.

SMILES	TAAR1 ag	OXTR agonist	V1R ag counter	OXTR potentiator	M1 PAM	M1 antag	TAAR1 antagonist	CHRM1 agonist	CHO parental Ca
O=C(NCc1ccccc1)C(C(=O)c1ccc(F)cc1)n1ccccc1=O (stereo not given)	4	-1.1	0.9	-16	4	-4	8	-3	-8
Cc1ccn(CCNC(=O)C2CCC(=O)N(Cc3ccc(Cl)cc3)C2)n1 (stereo not given)	6	0.3	-0.1	-1	17	1	-26	9	-11
O=C(Nc1nc2ccccc2[nH]1)c1cccc([N+](=O)[O-])c1	4	-1.4	0.1	1	-8	0	13	-4	-20
C/C(CC(=O)Nc1cccc(C(F)(F)F)c1)=N\NC(=O)C1CCCCC1	3	-1.7	3.6	-14	3	-5	-6	-7	-13
CCN(CC)c1ccc(C(=O)NNC(=O)c2ccc3c(=O)n4c(nc3c2)CCC4)cc1	-1	-0.8	0.0	-1	-9	18	-6	-5	-13
CC1Cc2cc(/C(O)=C3/C(=O)C(=O)N(Cc4ccncc4)C3c3ccc(N(C)C)cc3)ccc2O1 (stereo not given)	1	-1.2	0.6	-2	6	-5	9	-3	-13
CCCOc1ccc2cc(-c3ccccn3)c(=O)oc2c1	2	-1.8	-0.2	-3	3	-5	-6	-9	-5
CCOc1ccc(NC(C)C(=O)N/N=C/c2ccc([N+](=O)[O-])cc2)cc1 (stereo not given)	.	0.2	2.0	-3	.	.	.	.	27
CC(C)Cc1c2c([nH]c(=S)c1C#N)CCCC2	1	12	1.1	-10	10	-4	-10	-6	10
COc1ccc(N2CCN(C(=O)CCS(=O)(=O)c3ccc4c(c3)NC(=O)CO4)CC2)cc1	1	0.4	0.4	-5	4	-8	-2	-2	-11
COc1cc(/C=C(\C#N)C(=O)N2CCOCC2)ccc1OCc1ccccc1	35	3.8	3.9	-10	9	-2	-23	0	-10
COc1cc(NC(=O)c2ccc([N+](=O)[O-])o2)ccc1NC(=O)c1cccs1	10	0.4	1.2	-3	1	2	-6	-2	10

Part of the list above, reduced to CHRM1 agonist, M1 antag and CHO parental Ca:
canonical_smiles	CHRM1 agonist	M1 antag	CHO parental Ca
CC1Cc2cc(/C(O)=C3/C(=O)C(=O)N(Cc4ccncc4)C3c3ccc(N(C)C)cc3)ccc2O1 (stereo not given)	-3	-5	-13
Cc1ccn(CCNC(=O)C2CCC(=O)N(Cc3ccc(Cl)cc3)C2)n1 (stereo not given)	9	1	-11
CC(C)Cc1c2c([nH]c(=S)c1C#N)CCCC2	-6	-4	10

More compounds.
SMILES	TAAR1 ag	OXTR agonist	V1R ag counter	OXTR potentiator	M1 PAM	M1 antag	TAAR1 antagonist	CHRM1 agonist	CHO parental Ca
OCc1cccc[n+]1CCc1ccccc1	5	0.8	1.2	3	6	-4	-30	-8	0
COc1ccc(-c2nc3ccccc3o2)cc1NC(=O)CSc1ccc(Cl)cc1	-1	0.0	0.1	-7	4	-7	-12	-2	-8
CCOC(=O)C(Cc1c[nH]c2ccccc12)NC(=O)c1ccccc1Br (stereo not given)	5	3.1	2.4	-2	13	-19	17	-1	4
CC(C)(C)OC(=O)N1CCC(NC(=O)c2nc[nH]c2C(=O)N2CCN(C(=O)OC(C)(C)C)CC2)CC1	3	-0.3	0.9	-1	9	-10	14	0	-12
C=C(C)C(=O)Nc1cccc(C2=NOC3(C2)C[C@@H](C(N)=O)N(C(=O)CCCCC)C3)c1 (stereo not given in full)	-1	-0.5	-0.6	-4	.	.	3	.	2
COC/C=C/C1=CC2=CC(=O)C(C)(OC(=O)c3cnc4ccccc4n3)C(=O)C2=CO1 (stereo not given)	.	1.1	3.6	-2	.	.	.	.	6
C=CCNC(=O)N1CCCC(N2CCN(c3ccccc3OC)CC2)C1 (stereo not given)	1	-0.1	-0.9	-5	-3	7	1	-10	-13
COc1ccc(C2CCCN2C(=O)Nc2ccc(C)c(C)c2)cc1OC (stereo not given)	-1	-0.9	-0.3	3	3	-6	-8	-3	-14
COc1cccc(NC(=O)c2ccccc2NC(=O)c2ccncc2)c1	16	0.0	0.8	-5	0	4	13	-3	-31
Cc1ccc(-c2nnc(SCC(=O)CC(=O)Nc3ccccc3)n2C)cc1	0	-2.0	0.3	-16	4	-7	-5	-5	-21
COc1cc(OC)c(-c2nc3c[n+](CC(=O)c4ccccc4)ccc3n2C)cc1OC	3	0.0	0.4	3	-5	-14	5	-7	-8
Cn1c(=O)c2cc(NC(=O)NCCc3cccs3)ccc2n1Cc1ccccc1	6	.	.	.	-1	6	21	-2	.
Cc1ccc(C)c(N(C(=O)Cn2nnc(-c3cccs3)n2)C(C(=O)NC2CC2)c2ccc(C)o2)c1 (stereo not given)	10	-0.6	-0.4	-1	2	-24	-18	-2	-13
Cc1ccccc1/C=C/c1cc[n+](C)cc1	4	-0.3	0.1	-9	2	-3	0	-7	13
Cc1cc(C)n(CC2CC(=O)N(c3ccc(Cl)cc3)C2=O)n1 (stereo not given)	2	2.0	-1.2	-4	18	-3	-18	4	-12
CS(=O)(=O)c1nc(S(=O)(=O)c2ccc(Cl)cc2)c(N2CCC3(CC2)OCCO3)s1	2	1.6	1.0	-7	7	-17	-8	-3	-13
CNc1cccnc1C=NNC(N)=S	6	.	.	.	14	-14	-7	3	.
COc1cccc(N(CC(=O)NC2CCCC2)C(=O)CCC(=O)Nc2nccs2)c1	2	-0.4	-0.7	-8	16	-16	0	0	-11
CCOC(=O)c1ccccc1NCN1C(=O)CSC1=O	4	1.0	0.2	-4	8	-15	-12	-5	-4
Cc1occc1C(=O)Nc1sc2c(c1C(N)=O)CCCCC2	4	1.9	8.6	-14	5	-22	4	-2	-15
CCCCn1c(SCC(=O)NCC2CCCO2)nc2ccc(N3CCOCC3)cc2c1=O (stereo not given)	5	0.2	-0.7	-2	6	-8	8	-7	-8
COc1ccc(CNC(=O)/C=C/[C@H]2O[C@@H](n3cc(C)c(=O)[nH]c3=O)C[C@@H]2O)cc1	0	.	.	.	7	-34	-5	-1	.
CCN(CC)Cc1c(O)ccc2c(C)c(CC(=O)OC)c(=O)oc12	7	0.5	-0.1	2	10	-8	6	-5	4
COC(=O)N/N=C/c1ccc(OCCSc2ccc(Cl)cc2)c(OC)c1	6	0.4	4.2	-6	-5	15	32	1	-4
CCC(C)c1ccc(O)c(N)c1 (stereo not given)	14	1.6	-0.7	4	8	-2	2	-3	-2
COc1ccc(N2CC(C(=O)OCC(=O)Nc3cccc(C)c3C)CC2=O)cc1 (stereo not given)	0	-0.5	-0.4	-2	2	3	-4	-4	-19
COc1ccc(Nc2nc(-c3cccnc3)nc3ccccc23)cn1	10	2.6	3.1	-9	-9	12	37	-7	-25
COC(=O)c1ccc(-n2cncn2)c([N+](=O)[O-])c1	4	1.3	1.7	-2	9	-11	-6	-5	-5
CCN(CC(=O)Nc1c(F)cccc1F)C(=O)CC1CCCC1	0	-1.0	0.3	12	8	-14	-15	-3	-29
CC(Oc1ccccc1)C(=O)Nc1ccc(C(N)=O)cc1 (stereo not given)	12	0.4	0.4	-5	3	-4	2	-3	-4
COc1ccc(C(=O)OCC(=O)NC(=O)NC2CCCC2)c(OC)c1	7	0.5	-0.1	-4	-1	3	-12	-4	-6
CC(C)(C)OC(=O)NCCCCCc1nnc(SCc2ccccc2F)o1	8	-1.5	4.0	-9	-9	13	-4	-2	-13
COc1ccc(CC(=O)Nc2ccc(S(=O)(=O)Nc3cc(C)on3)cc2)cc1OC	2	0.2	0.2	-5	15	-62	-1	4	-14
O=C(COc1ccc2ccccc2c1Br)NNC(=O)Nc1ccccc1	7	0.1	0.6	0	2	2	6	-4	2
CC1=C(C)C(OCCBr)N(c2cc(O)c(Cl)cc2F)C1=O (stereo not given)	2	2.2	0.5	-1	-1	5	-5	-5	-2
CCN(C(=O)CSc1nc(N)cc(=O)[nH]1)C1CCS(=O)(=O)C1 (stereo not given)	5	1.1	1.4	-5	6	-8	5	-3	-2
O=S(=O)(c1ccc(F)c(F)c1)N1CCC2(CC1)OCCO2	0	-0.5	1.1	4	12	-7	-12	-4	-8
CC(C)(C)C1=CC=C(C(C)(C)C)C(=O)C1=O	.	0.2	3.9	0	.	.	.	.	0
O=C(CCc1c[nH]c2ccccc12)OCc1cccc([N+](=O)[O-])c1	2	2.6	3.1	-11	-9	3	6	-9	19
CSc1nc(C)c(Cc2c(F)cccc2Cl)c(=O)[nH]1	0	-0.5	-0.1	-2	-6	14	-10	0	-14
O=C(c1cnn2c(C(F)F)cc(-c3ccccc3)nc12)N1CCN(Cc2ccc3c(c2)OCO3)CC1	1	-1.1	-1.1	-2	-7	12	36	-5	-37
CCOC(=O)c1c(N)sc2c1CCCC2	5	-2.4	-1.7	-2	12	-21	-18	-2	-8
Cc1cccc(C(=O)NCCCNC(=O)c2ccco2)c1	3	0.5	0.2	-3	9	-14	-16	-3	-12
Cc1ccccc1OCC(=O)NCC(=O)N/N=C/c1ccc(Br)o1	1	-0.9	0.3	-5	-1	-3	-14	-5	-28
Cc1cc(C(=O)CSc2nnc(-c3ccc(OC(F)F)cc3)o2)c(C)n1Cc1cccs1	0	0.3	-0.2	-11	1	-4	6	-2	-11
CN(Cc1cccc(-n2cccn2)c1)C(=O)CCc1nnc(C2CCCCC2)o1	-2	-2.3	-0.9	-13	0	6	8	-5	-31
CCOC(=O)c1c(NC(=O)COC(=O)c2cccc([N+](=O)[O-])c2)sc(C(=O)N(C)C)c1C	4	.	.	.	-1	-5	-9	-4	.
Cc1ccc(C(=O)n2nc(-c3ccccc3)nc2NCc2ccco2)cc1	3	-0.4	0.4	-11	4	-4	0	0	-21
CCOc1ccccc1N(CC(=O)NC(C)(C)C)C(=O)Cn1nnc(-c2ccc(C)o2)n1	6	-1.0	-0.2	-6	6	-9	-4	-4	-17
Cc1ccc2cc(CCNC(=O)CC(C)(C)C)c(=O)[nH]c2c1C	5	-1.3	1.0	-10	5	-10	13	0	-10
CC12CCC(C(=O)N(c3ccccn3)c3ccccn3)(OC1=O)C2(C)C (stereo not given)	12	-0.6	1.2	-9	10	-38	-3	1	14
O=C(O)c1ccc2c(c1)[C@@H]1C=CC[C@@H]1[C@H](c1ccccn1)N2	1	0.4	1.0	2	4	-2	-12	-3	-2
Nc1ccc(NC(=O)NC2CCCCC2)cc1[N+](=O)[O-]	1	-0.3	-1.5	5	6	-12	8	-6	2
O=C(Nc1cccc2ccccc12)c1ccccc1	0	-0.9	-0.8	1	15	-6	-10	-4	-14
